L3MBTL1 block = blocks human L3MBTL1. AID 485360. actives 0.66% (n = 230,000). AlphaScreen L3MBTL1–H3K9me1 peptide binding. Potency, µM (highest dose often 57.1 µM), for the others: at the highest dose activity, negative = inhibition, hits mostly inhibitors. Q9Y468; further: on the % scale 0 is the no-effect control and ±100 the full control effect; nearly all actives have a fitted effect of over 60% in size
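AlphaScreen proximity signal between nickel-chelate acceptor and streptavidin donor beads (final 10 ug/mL) reports binding of 50 nM L3MBTL1 to 75 nM biotin-H3 K9me1 peptide; complex incubated with compounds 30 min at room temperature; cefsulodin titration as control.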
Tau FP inhib = inhibitors of human tau fibril formation. actives 0.39% (n = 280,000). K18 P301L tau heparin fibrillization, Alexa594 FP, 6 h. Potency, µM (highest dose often 57.7 µM), without a hit: at the highest dose activity, negative = inhibition, usual class: inhibitors; further: on the % scale 0 is the no-effect control and ±100 the full control effect; nearly all actives have a fitted effect of over 55% in size
Target sequence (P10636 561-689 P618L limits assumed): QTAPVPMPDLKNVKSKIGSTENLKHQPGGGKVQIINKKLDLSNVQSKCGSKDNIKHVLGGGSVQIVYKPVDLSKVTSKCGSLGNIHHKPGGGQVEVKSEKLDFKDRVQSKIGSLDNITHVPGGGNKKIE
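Recombinant K18 P301L […], labeled with Alexa 594 at 0.24 uM over 15 uM unlabeled; heparin inducer 20 uM final; 37 C, 6 hr; FP endpoint.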
TRb-SRC2 inh = disrupts binding of human TR beta to SRC2; P10828; TRbeta-SRC2 peptide binding, fluorescence polarization; receptor liganded with 1 µM T3; Potency, µM (top dose mostly 106 µM), without a hit: top-dose activity change, negative = inhibition, most hits filed as inhibitors; actives 0.065% (n = 280,000); AID 1469;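 further: plate controls were bound peptide for no effect and peptide without receptor for full effect; nearly all actives have a fitted effect of over 50% in size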
Target sequence (P10828 whole entry, looked up): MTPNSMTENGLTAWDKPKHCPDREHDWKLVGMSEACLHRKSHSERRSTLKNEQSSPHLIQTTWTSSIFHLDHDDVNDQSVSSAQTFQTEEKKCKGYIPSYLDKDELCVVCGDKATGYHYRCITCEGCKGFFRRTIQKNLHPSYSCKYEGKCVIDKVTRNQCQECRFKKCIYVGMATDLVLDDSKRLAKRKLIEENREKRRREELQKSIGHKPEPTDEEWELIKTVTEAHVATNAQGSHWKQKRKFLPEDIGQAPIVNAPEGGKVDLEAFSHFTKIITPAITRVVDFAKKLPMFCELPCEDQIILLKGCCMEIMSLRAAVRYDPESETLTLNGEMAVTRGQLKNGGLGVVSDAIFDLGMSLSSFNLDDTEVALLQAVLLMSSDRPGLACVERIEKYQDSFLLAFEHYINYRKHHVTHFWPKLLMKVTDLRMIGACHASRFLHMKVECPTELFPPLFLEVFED
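Binding of a 20-amino-acid Texas Red SRC2 peptide (20 nM) to TRb ligand-binding domain (0.6 uM) with agonist T3 at 1 uM was followed by fluorescence polarization after a 5 hr room-temperature incubation.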
RECQ1 inh = RECQ1 (human) helicase inhibition. RECQ1 DNA unwinding, red fluorescence kinetic read. Potency, µM (top dose mostly 57.3 µM), without a hit: top-dose activity, negative = inhibition, most hits filed as inhibitors. actives 0.54% (n = 240,000). AID 2549;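 further: plate controls were vehicle for no effect and no enzyme for full effect; nearly all actives have a fitted effect of over 30% in size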
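50 nM RECQ1T1 preincubated 15 min with compound in Tris pH 8.0 buffer with MgCl2, DTT, Tween-20 and 2.5 ug/ml poly(dI-dC); started with 200 nM TAMRA/BHQ-2 forked duplex and 2 mM ATP. Unwinding read as fluorescence (525/598 nm), two reads 2 h apart.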
TexasRed fluor = Texas Red fluorescence interference in TRb-SRC2 counter-screen; TRb/SRC2 Texas Red total fluorescence interference; Potency, µM (series often up to 106 µM), for the others: at the top dose fluorescence change, negative = quenching; actives 0.29% (n = 280,000); active means well fitted curve in either direction with a large enough effect; inconclusive means small, poorly fitted or top-dose-only effect; further: on the % scale 0 is the no-effect control and ±100 the full control effect
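Human TRβ ligand-binding domain (0.6 uM) and Texas Red SRC2 peptide (20 nM) in Tris buffer with 1 uM T3 and 5% DMSO were incubated with pinned compound for 5 hr at ambient temperature. Total fluorescence was computed as S + 2P (555/632 nm).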
Tau fluor counter = counter-screen for tau fibril formation inhibitors. tau K18 P301L Alexa594 fluorescence, heparin fibrillization. Potency, µM (titrated, usually from 57.7 µM), for the others: at the top dose activity change, negative = decrease. actives 0.93% (n = 280,000). AID 1463; further: on the % scale 0 is the no-effect control and ±100 the full control effect; nearly all actives have a fitted effect of over 55% in size
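Human tau K18 P301L (15 uM unlabeled, 0.24 uM Alexa 594-labeled) in 100 mM sodium acetate pH 7 with 20 uM heparin, 6 hr at 37 C. ThT 30 uM added, 1 hr ambient; Alexa 594 FP and total fluorescence read at 555/632 nm.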
HTT ATP protect = cytoprotection in Huntington HTT-Q103 PC12 cell model. PC12 HTT-Q103 induced, cytoprotection, ATP luminescence, 40 h. Potency, µM (top dose mostly 56.4 µM), for inactives: cytoprotection (ATP increase), usual class: activators. actives 0.14% (n = 230,000). AID 1471;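 further: % of control where 0% means no effect; nearly all actives have a fitted effect of over 45% in size; toxic huntingtin expression switched on by the ecdysone agonist tebufenozide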
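Cells were plated at 1500 per well in phenol red-free DMEM with 5% equine and 5% calf serum. Tebufenozide (100 nM final) and compounds were added, then ATPlite reagent, and luminescence was read.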
Tau fibril ThT = tau fibrillization inhibition (ThT binding). P10636. actives 2.1% (n = 270,000). AID 1460. recombinant tau K18 P301L, heparin-induced fibrillization, ThT fluorescence. Potency, µM (doses to about 57.4 µM), for the others: at the top dose activity, negative = inhibition, actives largely listed as inhibitors; further: on the % scale 0 is the no-effect control and ±100 the full control effect; nearly all actives have a fitted effect of over 55% in size
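Fibril formation assay: tau K18 P301L at 15 uM with trace Alexa 594 label, heparin inducer 20 uM, pH 7 sodium acetate buffer, 37 C for 6 hr; endpoint ThT signal.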
Numbers without * were called inactive; i = inactive; ? = inconclusive; · = no result given; & = joins results of further samples; [ ] = remark or other dose. Unless noted, the call rests on the fitted dose curve; in most records, active means well fitted curve in the direction sought with a large enough effect; inconclusive means small, poorly fitted or top-dose-only effect, or another doubt; inactive means no such curve, though single readings can be large; an effect the other way counts as inactive or inconclusive. Potency means the concentration at half of the fitted maximal effect. An excerpt. The share of hits here may be higher or lower than overall.

SMILES	L3MBTL1 block	Tau FP inhib	TRb-SRC2 inh	RECQ1 inh	TexasRed fluor	Tau fluor counter	HTT ATP protect	Tau fibril ThT
CCc1ccc(NC(=O)C(CC)n2c(=O)c(-c3ccccc3NC(C)=O)nc3ccccc32)cc1 (configuration not stated)	·	7%	-12%	·	-1%	4%	·	-3%
COc1ccc(NC(=S)NNC(=O)OC(C)(C)C)cc1OC	·	-1%	-7%	i	1%	-8%	5%	-14%
COc1ccc(CCNC(=O)CSc2nc(N)cc(=O)[nH]2)cc1OC	4%	5%	11%	i	3%	-7%	-9%	-9%
CC1(CC(=O)N/N=C/c2ccc(-c3cccc(C(F)(F)F)c3)o2)OCCO1	-3%	-5%	-8%	-3%	-2%	-6%	-5%[0.074 µM]	-4%
CC(C)(C)n1nnnc1C(c1cccc(C#N)c1)N1CCC(Cc2ccccc2)CC1 (configuration not stated)	-11%	-5%	7%	1%	-6%	-12%	-14%[10 µM]	-16%
COc1ccc(S(=O)(=O)n2nc(C)c(S(=O)(=O)N3CCCCCC3)c2C)cc1OC	·	4%	-5%	·	?	13%	·	8%
Cn1cccc1CC(=O)N/N=C/C(Cl)=C/c1ccccc1	-4%	-3%	-1%	-3%	1%	-30%	11%[10 µM]	?
O=C1NC2(CCc3ccccc3C2)C(=O)N1CCOc1cccc(Cl)c1 (configuration not stated)	-3%	0%	0%	-5%	-1%	-17%	8%[10 µM]	-12%
Cc1ccc(CCN2CC(C(=O)O)CC2=O)cc1 (configuration not stated)	·	-2%	-2%	-5%	-1%	-3%	-2%	-7%
CC(C)=CCC1=C(O)c2ccccc2C(=O)C1=O	·	?	-8%&-8%	-4%	-2%&-3%	?	-80%&-95%[inhibitor]	28µM*
CCN(CC)c1ccc(NC(=O)C2CC(=O)N(Cc3ccccc3)C2)cc1 (configuration not stated)	32µM*	-2%	-7%	-15%	0%	-17%	-36%[inhibitor]	-16%
CC1(C)S[C@H]2C(NC(=O)[C@@H](N)c3ccc(O)cc3)C(=O)N2[C@@H]1C(=O)O (some centres not stated)	·	1%	-4%	16%	-1%	-2%	-20%	-4%
CCC(SCC(=O)OC)C(=O)Nc1nnc(C(C)C)s1 (configuration not stated)	·	3%	1%	-15%	2%	-4%	15%	-11%
CCC(=O)/C(=C(/O)c1ccccc1)c1nc2ccccc2[nH]1	3%	-3%	0%	i	0%	7%	6%[10 µM]	2%
CC(C)(CO)NCC#Cc1ccccc1	-1%[11.4 µM]	-1%	-2%	i	-1%	9%	-16%	8%
Cc1cc(C)nc(NN=C2CCCC2)n1	3%	-10%	9%	4%	1%	-9%	2%[10 µM]	?
CCC(=O)Nc1ccc(C(=O)c2ccccc2)cc1	2%	-11%	-3%	-5%	-4%	-4%	-18%	-5%
CN1C(C(=O)NC(C)(C)C)=CC(c2ccc3c(c2)OCO3)=NS1(=O)=O	·	-13%	-11%	·	-1%	-16%	·	-1%
COc1cc2c(cc1OC)C(C(=O)NCc1ccco1)C1c3ccccc3CCN1C2=O (configuration not stated)	-6%	-2%	1%	?	0%	-3%	-30%	-7%
O=C1CC(CSc2ccc(Cl)cc2)=NN1	·	8%	0%	i	1%	-21%	-5%[10 µM]	·
Cc1cc(C)c(S(=O)(=O)Nc2cc(-c3cn4ccccc4n3)ccc2C)cc1C	·	-8%	-3%	·	-1%	-24%	·	17%
COc1ccc(/C=N/NC(=O)c2cccc([N+](=O)[O-])c2)cc1OS(=O)(=O)c1ccc(C)cc1	-13%	-6%	-3%	11%	2%	?	-28%	-5%
O=c1[nH]c(N2CCc3ccccc3C2)nc2c1CCC2	-6%	2%	2%	-8%	-2%	-14%	-11%[0.074 µM]	-13%
Nc1nnc(-c2ccncc2)s1	5%	-6%	0%	-7%	-1%	-4%	-28%[10 µM]	1%
CCOC(=O)N1CCC(=NNC(=O)c2ccccc2F)CC1	6%	-2%	-3%	-1%	1%	0%	-8%[10 µM]	-4%
CC(C)(C)OC(=O)N1CCC(c2c(C(=O)N3CCOCC3)cnn2-c2cccc(F)c2)CC1	·	2%	-5%	·	0%	-2%	·	3%
CN1C(=O)N(S(=O)(=O)c2ccc(F)c(F)c2F)C(=O)C1(C)C	11%	-1%	3%	-10%	-7%	-3%	13%	0%
CCN(CC)C(=O)CSc1nnc(-c2cc3ccccc3cc2O)n1CC	31%[activator]	-2%	-17%	i	1%	3%	-8%[10 µM]	5%
CCCCCCCCNC(=O)CCNC(=O)c1ccc(C(C)(C)C)cc1	·	-1%	-3%	-6%	-4%	-19%	-10%	?
Cc1cccc(CCNC(=O)CCc2nc(-c3ccccc3F)no2)c1	-4%	3%	0%	-6%	-2%	-3%	-1%[10 µM]	-4%
CN(C)CCN1C(=O)C(=O)/C(=C(/O)c2ccc3c(c2)OCCO3)C1c1ccccn1 (configuration not stated)	0%	-13%	4%	1%	-1%	-7%	-24%[10 µM]	-10%
Cc1cccc(-n2nc(C(=O)Nc3ccccc3)n3c(=O)cc(-c4ccccc4)nc23)c1	·	-3%	6%	-9%	0%	-12%	-1%	-11%
COc1cc(C(=O)N(Cc2cccnc2)Cc2cc3cc4c(cc3[nH]c2=O)OCCO4)cc(OC)c1OC	40%[activator]	4%	-22%	-13%	1%	14%	-8%	9%
COc1ccc(OC)c(S(=O)(=O)NCC(=O)O)c1	·	0%	0%	-18%	-2%	?	4%[10 µM]	·
COc1ccc(Cc2nnc(NC(=O)c3cc(OC)c(OC)c(OC)c3)s2)cc1OC	1%	-7%	7%	-9%	-1%	-18%	8%[10 µM]	-8%
CC(C)CNC(=O)N1c2ccccc2Sc2ccccc21	10%	11%	3%	i	0%	-3%	3%[10 µM]	0%
COC(=O)c1ccccc1NC(=O)CSc1nc2nc(C)cc(C)n2n1	·	-4%	2%	·	-1%	-7%	·	-11%
CCC(=O)[C@]12O[C@@]3(C4C(=O)OCCC41)N(CC)C(C)=C(C(=O)OC)C(c1ccccc1)N3C2=O (some centres not stated)	·	-14%[11.6 µM]	2%[11.2 µM]	i[11.5 µM]	-1%[11.2 µM]	-11%[11.6 µM]	-28%[10 µM]	-17%[11.5 µM]
CC(=O)Nc1ccc(C(=O)OCC(=O)c2ccc(C)c([N+](=O)[O-])c2)cc1	10%	-10%	-3%	7%	-11%	-22%	-12%	?
CC1CN(C(NC(=O)C(C)(C)C)C(Cl)(Cl)Cl)CC(C)O1 (configuration not stated)	-3%	5%	1%	-5%	-2%	-4%	14%	-14%
CC[C@H](C)C(=O)O[C@H]1C[C@@H](C)C=C2C=C[C@H](C)[C@H](CC[C@@H]3C[C@@H](O)CC(=O)O3)[C@H]21	-13%&11%	-8%&-13%	0%&1%&4%	7%&-11%&2%	-1%&0%&-2%	-6%&-6%	-123%[inhibitor]	?
O=C(NC1CCCCC1)C(c1ccc(Cl)cc1)N(C(=O)c1ccccn1)c1cccnc1 (configuration not stated)	5%	2%	-2%	6%	-1%	4%	7%[10 µM]	1%
COc1cccc(CNC(=O)C2CCN(C(=O)N(C)C)CC2)c1	-6%	1%	-7%	-1%	2%	6%	-8%[10 µM]	1%
O=C(COC(=O)CNC(=O)c1ccc(Cl)cc1)Nc1ccc2c(c1)OCCO2	-6%	5%	-1%	0%	-3%	-5%	·	0%
Cc1n[nH]c(C)c1S(=O)(=O)N1CCCC(C(=O)Nc2nccs2)C1 (configuration not stated)	·	5%	-1%	-3%	0%	-10%	-5%	-17%

Just Tau fluor counter (4 entries from above):
| Structure | Tau fluor counter |
| --- | --- |
| COc1ccc(Cc2nnc(NC(=O)c3cc(OC)c(OC)c(OC)c3)s2)cc1OC | -18% |
| CC(C)CNC(=O)N1c2ccccc2Sc2ccccc21 | -3% |
| COC(=O)c1ccccc1NC(=O)CSc1nc2nc(C)cc(C)n2n1 | -7% |
| CCC(=O)[C@]12O[C@@]3(C4C(=O)OCCC41)N(CC)C(C)=C(C(=O)OC)C(c1ccccc1)N3C2=O (some centres not stated) | -11%[11.6 µM] |

(cont.)
SMILES	L3MBTL1 block	Tau FP inhib	TRb-SRC2 inh	RECQ1 inh	TexasRed fluor	Tau fluor counter	HTT ATP protect	Tau fibril ThT
Cc1ccn2cc(CCNS(=O)(=O)c3ccc(F)c(C(F)(F)F)c3)nc2c1	3%	1%	-17%	-4%	-4%	-2%	17%[10 µM]	-8%
COCCNC(=O)c1ccc(Cn2c(SCC(=O)NC(C)C)nc3ccccc3c2=O)cc1	·	-5%	-2%	·	-4%	-1%	·	1%
Cc1ccccc1N=CC1=C(O)c2ccccc2C1=O	-17%	-4%	2%	i	-1%	-22%	-4%	?
Cc1cc(C)n(CC(O)COc2ccccc2[N+](=O)[O-])n1 (configuration not stated)	29%	-3%	-3%	-6%	-8%	-5%	5%[10 µM]	2%
CC1CCCC(C)N1C(=O)Cn1cc(C#N)c2ccccc21 (configuration not stated)	-2%	?	-5%	1%	-3%	-13%	16%[10 µM]	-9%
CCOC(=O)c1cc(-c2ccc(F)cc2)n(CCC(=O)Nc2nc3ccc(OC)cc3s2)c1C	·	?	-2%	·	-3%	-27%	·	-17%
Fc1ccccc1Cc1noc(CN2CCC(OCc3cccnc3)CC2)n1	-7%	-1%	-2%	-13%	-1%	12%[2.34 µM]	?	-15%
CC#CC[N+](C)(C)CC(=O)c1ccccc1	51%[activator]	-1%	-7%	-4%	-7%	-11%	-12%[10 µM]	-14%
Cc1ccc(CN2C(=O)N/C(=C\c3ccc(-c4ccc(C(=O)O)cc4C)o3)C2=O)cc1	?	8%	1%	?	-4%	-12%	-2%[10 µM]	?
Cc1cc(=O)oc2cc3c(cc12)OCCO3	0%	1%	6%	-2%	0%	5%	-10%	0%
Cc1cc(NC(=O)CSc2nccn2-c2ccc(Cl)cc2)no1	-2%	8%	7%	-3%	0%	6%	5%	3%
